Akt phos inh – blocks phosphorylation of Akt; Neuro2A IGF-stimulated pAkt S473 HTRF, 20 min; stronger effect = lower value; activity change, % for hits at 50 µM; 360,000 compounds, 0.32% hits; AID 651550; in the data active = activity change below about -80%; inconclusive = mostly about -51% to -80%; note: % is set by controls: 0 for no effect and ±100 for the full control effect
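Neuro2A cells in DMEM with 0.5% FBS, overnight at 37 deg C, given compound at single 50 µM final, then IGF (6 nM final) for 20 min at 37 deg C. Lysed; phospho-Akt Ser473 by HTRF after 24 h, 665/615 ratio.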
A549 tox – A549 cytotoxicity, counter-screen for Nrf2 inhibitors | A549 ARE-Fluc cells, CellTiter-Fluor viability, 18-24 h | Potency, µM (series often up to 46 µM), without a hit: at the top dose activity change, negative = cytotoxicity, most hits filed as inhibitors | 390,000 compounds, 0.16% hits | AID 504648; note: potency is the fitted concentration of half-maximal effect; % is set by controls: 0 for no effect and ±100 for the full control effect
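A549 ARE-Fluc cells in 5% FBS OPTI-MEM, 5000 cells/well, rested 2 h then exposed to compounds in concentration-response for 18-24 h at 37 °C. Viability by CellTiter-Fluor fluorescence (Ex 405/Em 525) after 30 min; luciferase luminescence (BugLite, 15 min, RT) read afterwards.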
HepG2 tox – counter-screen for TGF-b inhibitors: cytotoxicity in HepG2 cells; HepG2 CAGA-GFP viability, ATP luminescence, 18 h; 410,000 compounds, 0.76% hits; Potency, µM (highest dose often 46.1 µM), for inactives: top-dose activity change, negative = cytotoxicity, hits mostly cytotoxic; AID 588856; note: potency is the fitted concentration of half-maximal effect; some results filed as inactive show a strong effect at the top dose
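HepG2 CAGA-GFP cells (1000/well, DMEM with 1% FBS) received compound, then TGF-beta at 500 pg/mL final, and were incubated 18 hours at 37 degrees C. Viability was read by CellTiter-Glo luminescence. Media-only wells were set as complete cell-killing and DMSO as no toxicity.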
Nrf2 activator – Nrf2 pathway activation; AREc32 ARE-luciferase reporter (MCF7-derived line), luminescence, 24 h; Potency, µM (doses to about 46.1 µM), inactives show top-dose activation, actives largely listed as activators; 410,000 compounds, 0.31% hits; note: potency is the fitted concentration of half-maximal effect; % of control where 0% means no effect; nearly all actives have a fitted effect of over 65% in size
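Reporter line AREc32 (ARE-Fluc), seeded overnight in OPTI-MEM with 5% FBS; compound pin-transferred, 24 hr at 37 deg C, 5% CO2; luminescent read-out.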
Nrf2 inh – inhibitors of Nrf2 signaling; A549 ARE-Fluc reporter, luciferase luminescence, 18-24 h; Potency, µM (doses to about 46 µM), for inactives: at the top dose activity change, negative = inhibition, hits mostly inhibitors; 360,000 compounds, 2.1% hits; note: potency is the fitted concentration of half-maximal effect; % is set by controls: 0 for no effect and ±100 for the full control effect; nearly all actives have a fitted effect of over 60% in size
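Two sequential reads on A549 ARE_Fluc cells exposed to compound for 18-24 h: a CellTiter-Fluor fluorescence read for viability, then a luciferase luminescence read for Nrf2/ARE activity.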
S2 tox – reduces viability in counter-screen for ATXN expression inhibitors; S2 cells (HEK-293 line with an ATXN2-luciferase reporter) viability, CellTiter-Fluor protease fluorescence, 24 h; 400,000 compounds, 0.49% hits; AID 651635; Potency, µM (doses to about 56.7 µM), usual class: cytotoxic; note: potency is the fitted concentration of half-maximal effect; nearly all actives have a fitted effect of over 40% in size
CCT chaperon mod – cytosolic chaperonin activity modulation; purified chaperonin ATPase assay, HTRF ADP detection, 30 min; activity change, % (test concentration not listed), hits read low; 360,000 compounds, 0.3% hits; AID 651819; in the data active = activity change below about -30%; note: % is set by controls: 0 for no effect and ±100 for the full control effect
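ATPase activity: ADP formed was measured by HTRF Transcreener (665/615 nm ratio) after 30 min at 37 deg C with 10 uM ATP. Compounds screened at one 76 uM concentration against 40 or 20 nM TRiC in Tris pH 7.4/KCl/MgCl2/DTT buffer.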
TGFb SMAD3 inh – inhibitors of TGF-b signaling. 410,000 compounds, 1.2% hits. AID 588855. Potency, µM (doses to about 46.1 µM), without a hit: at the highest dose activity, negative = inhibition, most hits filed as inhibitors. HepG2 CAGA-GFP TGF-b/SMAD3 reporter, GFP fluorescence, 18 h; TGF-beta stimulated, 500 pg/mL final; note: potency is the fitted concentration of half-maximal effect; % is set by controls: 0 for no effect and ±100 for the full control effect; nearly all actives have a fitted effect of over 65% in size
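TGF-beta reporter screen: HEPG2 CAGA-GFP, 1% FBS, 500 pg/mL TGF-beta final, 18 h; per-cell GFP summed per well; curves fitted and categorized by class.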
Mm-Cpn inhibitor – inhibitors of Methanococcus maripaludis chaperonin (MmCpn) | purified Mm-Cpn ATPase, ADP Transcreener TR-FRET | Potency, µM (doses to about 76.9 µM), inactives show top-dose activity, negative = inhibition, hits mostly inhibitors | 330,000 compounds, 0.031% hits; note: potency is the fitted concentration of half-maximal effect; % is set by controls: 0 for no effect and ±100 for the full control effect; nearly all actives have a fitted effect of over 80% in size
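Quantitative HTS used 25 nM Mm-CPN and 10 uM ATP in magnesium/KCl Tris buffer, pH 7.4, with 1 mM DTT. Hydrolysis ran 30 min at 37°C; ADP was read by HTRF.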
* hit, by the source's call; i = inactive; ? = inconclusive; . = not tested or not shown; & = joins results of further samples; [ ] = dose if it differs, or a comment. Unless noted, calls come from the whole dose curve; as a rule, active = well fitted curve in the direction sought with a large enough effect; inconclusive = small, poorly fitted or top-dose-only effect, or another doubt; inactive = no such curve, though single readings can be large; an effect the other way counts as inactive or inconclusive.

SMILES | Akt phos inh | A549 tox | HepG2 tox | Nrf2 activator | Nrf2 inh | S2 tox | CCT chaperon mod | TGFb SMAD3 inh | Mm-Cpn inhibitor
COc1ccc2c(CC(=O)NCCN3C(=O)S/C(=C\c4cccnc4)C3=O)coc2c1 | i | 0% | -4% | 8.8% | -3% | i | 1.2 | 28% | -6%
CCC(=O)c1cn(/C(=C\C(=O)OC(C)(C)C)CCC(OC)OC)cc1CC | i | -7% | -1% | -0.1% | 5% | i | 1.4 | 9% | 2%
CC(=O)NS(=O)(=O)c1ccc(NC(=O)/C=C/c2ccco2)cc1 | i | -4% | 3% | 3.0% | 1% | i | -1.2 | -1% | -8%
CSCCC(NS(=O)(=O)c1ccc2ccccc2c1)C(=O)O (stereo unspecified) | i | -7% | -54% | -0.7% | 1% | i | -1.8 | 0% | 1%
COc1ccc(NC(=O)c2cc(S(=O)(=O)N3CCOCC3)ccc2C)cc1S(=O)(=O)N1CCOCC1 | i | 9% | -16% | -0.7% | 5% | i | -1.0 | 1% | 0%
O=C(Cc1ccc(Br)cc1)Nc1cccc(Cl)c1 | i | 1% | -18% | 4.4% | 0% | i | 0.1 | -6% | ?
C=CCNC(=O)N1CCC(CO)(Cc2ccc(Cl)cc2)CC1 | i | 1% | 3% | -0.2% | 1% | i | 0.2 | 2% | -2%
CCC(C)(C)n1nnnc1C(C(C)C)N(CCN1CCOCC1)Cc1cc2cccc(C)c2[nH]c1=O (stereo unspecified) | i | -16% | -10% | 3.2% | 13% | ? | 1.0 | -12% | -1%
COc1cc(C(=O)Nn2c(CC(C)C)nc3ccccc3c2=O)cc(OC)c1OC | i | -2% | -7% | 0.2% | -11% | i | 0.2 | -7% | -2%
Cc1nc(-c2noc(-c3ccccc3Cl)n2)c(C(F)(F)F)o1 | i | 13% | 20% | 11% | ? | ? | -0.6 | 8% | 0%
COc1cc(C(=O)Nc2sc3c(c2C(=O)NCc2ccco2)CCCC3)cc(OC)c1OC | i | -4% | -3% | -1.0% | ? | i | -0.6 | 22% | 0%
Cc1ccc(S(=O)(=O)c2nc(-c3cccc(C)c3)oc2N2CCCCC2)cc1 | . | 1% | -31% | 5.6% | ? | i | . | -18% | .
Nc1nc(-c2ccccn2)nc(N)c1Cc1ccc(Cl)cc1Cl | i | ? | -17% | 6.5% | 6.5µM* | i | 0.2 | 1% | 0%
O=C(c1ccc(Br)o1)N1CCN(c2ccc3nnc(-c4ccc(F)cc4)n3n2)CC1 | i | -4% | -9% | -0.3% | -16% | i | 1.6 | -4% | -10%
CC(=O)Oc1ccc2c3c(c(=O)oc2c1)CCCC3 | i | 1% | -10% | -0.4% | 2% | i | -1.7 | -11% | -2%
CC(C)(C)S(=O)N1Cc2cc(C(=O)N3CCc4ccccc4C3)nc(-c3cccc(-c4cccnc4)c3)c2[C@@H]1CCO (stereo partly specified) | i | . | -5% | 4.6% | . | ? | -1.8 | 3% | .
O=C(CN1c2ccccc2S(=O)(=O)c2ccccc21)Nc1ccccc1Cl | . | -2% | 0% | 3.5% | ? | i | . | -13% | .
CCc1ccc(S(=O)(=O)Nc2ccc3c(c2)sc(=O)n3C)cc1 | . | 3% | -40% | 7.2% | . | . | . | 0% | .
O=C(Cc1ccccc1)Nn1c(O)c(/C=C2\C=Nc3ccccc32)sc1=S | i | -10% | -28% | 5.6% | -8% | i | 1.9 | 64%[activator] | -3%
COCCNc1ncnc2c1cnn2-c1ccc(Cl)cc1 | i | -3% | -22% | 0.4% | ? | i | -0.4 | -4% | 3%
COc1ccc(CCNC(=O)c2cc3ccccn3n2)c(OC)c1OC | i | -3% | -19% | 2.6% | -11% | i | 0.9 | -19% | 1%
OC1(c2cccs2)CN(c2ccc(Br)cc2)C2=[N+]1CCCS2 (stereo unspecified) | i | 2% | -18% | -0.2% | -4% | ? | 2.6 | ? | -11%
NC(N)=Nc1nc2ccc(Br)cc2c(=O)[nH]1 | i | -6% | 2% | -0.1% | 17% | i | -11 | 12% | -1%
OCCN(Cc1ccccc1)Cc1ncccc1O | i | -7% | 0% | 4.2% | 3% | ? | -1.2 | 0% | .
CC12CCC(C(=O)NCCCn3ccnc3)(OC1=O)C2(C)C (stereo unspecified) | i | -4% | -3% | 0.5% | -3% | i | 0.4 | -5% | 0%
CCC(=O)N1CCc2cc(Br)cc(S(=O)(=O)CCC(=O)NCCc3ccc(OC)c(OC)c3)c21 | . | 9% | 5% | 2.9% | 5%[9.27 µM] | i | . | 5% | .
COc1ccc(C)cc1S(=O)(=O)N1CCC(C(=O)NCCC2=CCCCC2)CC1 | i | -5% | -2% | -0.2% | -1% | i | -2.3 | 2% | -2%
COC(=O)C1CCN(S(C)(=O)=O)CC1 | i | -6% | 6% | 0.2% | -14% | i | -0.1 | -9% | -1%
O=S(=O)(NCC1CN(S(=O)(=O)c2c(F)cccc2F)C1)c1ccc2c(c1)OCCO2 | . | -12%&-16% | -11% | 2.3% | 12µM* | ? | . | -18% | 3%
O=C(c1cc(Cl)ccc1OCc1ccccc1)N1CCOCC1 | i | 5% | -8% | -0.5% | 13% | i | -2.4 | -1% | -1%
CCN(Cc1ccccc1)C(=O)COc1cc(=O)n(CC)c2ccccc12 | i | 1% | -28% | 0.9% | 8% | i | -2.7 | -6% | 3%
O=C(CCC1CCCCC1)NCc1cccs1 | i | 6% | -7% | 2.0% | 2% | i | 3.4 | 19% | 4%
CCC1=Nc2cc(C(=O)NCc3ccco3)ccc2Sc2ccc(Cl)cc21 | i | -1% | -17% | 4.3% | 5% | ? | -5.1 | ? | 2%
NC(=O)c1cc2ccc(O)cc2oc1=NCc1ccccc1 | i | ? | -35% | 0.0% | 27% | . | -0.4 | 73%[activator] | -3%
CC(C)(C)OC(=O)N1CCC(C(=O)Nc2cccc(C(=O)NCCCc3ccccc3)c2)CC1 | i | -6% | -3% | 4.9% | 23µM* | ? | 0.4 | 2% | .
Brc1ccc(-c2noc3c2-c2nc(C4CCCCC4)sc2CC3)cc1 | i | 12% | -3% | 1.9% | 19% | i | -0.9 | -6% | .
Cc1cc(CNC(=O)C2(C(F)(F)F)C/C(=C\Cc3ccccc3)CCCO2)nn1C (stereo unspecified) | i | -1%&-1% | -9%&-1% | -0.5% | -5%&1% | i | -0.2 | -1%&-9% | .
O=C(O)c1cc(/C=C/c2ccc(N3CCOCC3)cc2)nc2ccccc12 | i | -17% | -64% | -1.2% | ? | . | -1.1 | 0% | -7%
CCCc1[nH]n(-c2ccc(F)cc2)c(=O)c1C=Nc1ccc(C)cc1 | i | -4% | 0% | -0.7% | 16% | i | 0.3 | -8% | 0%
Cc1ccc(OCC(O)CN2CCN(CC(O)COC(C)C)CC2)c(C(C)(C)C)c1 (stereo unspecified) | i | -10% | -40% | -0.3% | . | i | 0.2 | 35%[activator] | 0%
CC(=O)N1CCCc2cc(S(=O)(=O)N3CCCC(C(=O)Nc4ccc(C)cc4C)C3)ccc21 (stereo unspecified) | i | -5%&9% | 6%&17% | -0.4%&-0.6% | -9% | i | -1.3 | 12%&19% | 2%
Cc1[nH]c2ccc(F)cc2c1CCN(Cc1ccncc1)C(=S)Nc1ccc(F)cc1 | i | -2% | -26% | 0.5% | 1% | i | -2.1 | ? | -1%
Cc1ccc(C(=O)N/C(=C\c2ccc(-c3ccc(Br)cc3)o2)C(=O)NC2CCS(=O)(=O)C2)cc1 (stereo unspecified) | i | 10% | -14% | -0.1% | -21% | i | 0.3 | 0% | -2%
O=C(NCCc1ccccc1)c1ccc(S(=O)(=O)N2CCCCC2)cc1 | i | . | -1% | -1.2% | . | i | -2.0 | 15% | .
Cc1ccccc1CC(=O)Nc1cccc(S(=O)(=O)N2CCCC2)c1 | i | -1% | -29% | -0.5% | -12% | i | -0.5 | -21% | -4%
O=C(CN1C(=O)C2CC=CCC2C1=O)Nc1ccc(S(=O)(=O)Nc2ncccn2)cc1 (stereo unspecified) | i | 11% | -3% | 0.2% | 6% | i | 0.8 | -10% | 1%
Cc1nc(C)n(CC(=O)c2ccc(Cl)cc2Cl)n1 | i | 1% | 3% | 0.0% | -11% | i | -1.3 | -2% | 1%
N/C(=N\OC(=O)c1cc(-c2ccccc2)nc2ccccc12)c1ccccn1 | i | 4% | -1% | 0.2% | -1% | i | 0.7 | 5% | -12%
CCCc1nnc(SCC(=O)Nc2ccc3c(c2)OCCO3)n1CCOC | i | 3% | -18% | 0.6% | 3% | i | -3.8 | 11% | -2%
CCOC(=O)N1CCN(c2nnc(-c3ccc(C)cc3)c3ccccc23)CC1 | i | 2% | -5% | -0.4% | -8% | ? | -1.1 | 0% | -1%
C[C@@H]1CCCCO[C@@H](CN(C)S(=O)(=O)c2cccs2)[C@@H](C)CN([C@H](C)CO)C(=O)c2cc(NS(=O)(=O)c3ccccc3)ccc2O1 | i | . | 1% | 1.6% | . | ? | -6.9 | ? | .

High-throughput results as filed in PubChem BioAssay.
